Source: PubChem (Broad Institute)
DENV2 CPE – inhibitors of DENV2 cytopathic effect; hit rate 1.7% among 350,000; CPE inhibition, % at 9.99 µM; AID 651640; DENV2-infected cells, cytopathic effect rescue, plate reader; in the data active = CPE inhibition above about 20%, passing the limit was not always enough; inconclusive = no clear call, values can overlap the other calls; tested in BHK-21 cells;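 also: 0% = median of neutral control wells and 100% = median of positive control wells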
ERAP1 HTS inh – ERAP1 (human) enzyme inhibition | Q9NZ08 | recombinant ERAP1, Leu-AMC fluorescence, 60 min | inhibition, % at 10.7 µM | hit rate 0.15% among 340,000 | AID 652197;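 active = mean replicate inhibition of at least 30%, or all replicates individually reaching that 30% level; inactive = mean below 30% and not every replicate reaching it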;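 also: 0% = neutral control wells and 100% = L-leucinethiol positive control wells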
miR-122 sensor – inhibitors of miR-122 in Huh7 cells; Huh7 miR-122 Renilla luciferase sensor, 48 h; neutral wells = 0, positive control = 100; activation (reporter increase), % at 12.5 µM; hit rate 0.3% among 340,000;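 active = mean replicate activation score at least 90 and every replicate individually at or above 90; inconclusive = only one of the two criteria met; inactive = neither criterion met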;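 also: higher luciferase means less miR-122 activity so hits act as miR-122 inhibitors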
ERp5 inh – ERp5 (human) disulfide isomerase inhibition; Q15084; ERp5 insulin aggregation, absorbance 650 nm, 90 min; inhibition, % at 9.99 µM; hit rate 0.05% among 350,000; AID 651711;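 active = mean replicate inhibition above about 25%, with every replicate also reaching it, limit read from the data, passing the limit was not always enough; inconclusive = only one of those two criteria met; inactive = neither criterion met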
Target sequence (Q15084 whole entry, looked up): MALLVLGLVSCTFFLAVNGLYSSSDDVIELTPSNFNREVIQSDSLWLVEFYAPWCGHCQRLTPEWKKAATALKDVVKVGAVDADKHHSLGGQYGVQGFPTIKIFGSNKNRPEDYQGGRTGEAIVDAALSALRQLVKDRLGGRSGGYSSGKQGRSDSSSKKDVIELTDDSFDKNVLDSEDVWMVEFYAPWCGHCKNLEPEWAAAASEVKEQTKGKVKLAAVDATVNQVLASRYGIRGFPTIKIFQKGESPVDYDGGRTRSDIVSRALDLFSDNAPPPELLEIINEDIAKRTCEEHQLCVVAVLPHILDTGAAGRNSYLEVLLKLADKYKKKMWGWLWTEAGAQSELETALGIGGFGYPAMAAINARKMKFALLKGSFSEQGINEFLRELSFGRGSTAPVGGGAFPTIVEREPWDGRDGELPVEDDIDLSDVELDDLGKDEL
F508del corr – CFTR F508del correction in bronchial cells; hit rate 0.36% among 350,000; AID 720511; CFBE cells, YFP halide quenching; stimulated with forskolin plus potentiator P3; % fluorescence drop versus neutral controls; activity (quench increase), % at 7.58 µM;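 active = mean added fluorescence quench of at least 8% versus neutral control, with both replicates also reaching 8%; inconclusive = only one of the mean or replicate conditions met; inactive = mean below 8% and not both replicates reaching 8%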;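 also: cells transiently co-express mutant CFTR-F508del with the halide-sensitive YFP; corrector assay measuring rescue of mutant channel to the surface after 24 h compound exposure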
SIRT5 inh – sirtuin-5 (human) deacylase inhibition. inhibition, % at 15 µM. AID 652115. Purified SirT5, succinyl-peptide AMC, trypsin-coupled fluorescence. hit rate 1.1% among 330,000; in the data active = inhibition above about 15%; inconclusive = no clear call, values can overlap the other calls
Target sequence (Q9NXA8 whole entry, looked up): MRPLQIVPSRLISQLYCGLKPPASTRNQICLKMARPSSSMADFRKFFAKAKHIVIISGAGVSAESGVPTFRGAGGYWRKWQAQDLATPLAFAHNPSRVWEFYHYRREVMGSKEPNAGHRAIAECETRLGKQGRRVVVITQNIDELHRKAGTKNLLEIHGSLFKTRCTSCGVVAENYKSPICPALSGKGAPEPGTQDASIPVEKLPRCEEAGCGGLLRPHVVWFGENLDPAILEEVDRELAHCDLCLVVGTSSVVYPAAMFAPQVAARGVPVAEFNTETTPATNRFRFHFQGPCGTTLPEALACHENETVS
CASP6 VEID inh – inhibitors of human caspase-6. purified caspase-6, Z-VEID-R110 cleavage fluorescence. inhibition, % at 12.5 µM. hit rate 0.53% among 350,000;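 active = mean inhibition across replicates at least about 35%, with every replicate also reaching that limit, limit read from the data; inconclusive = only one of the two criteria met; inactive = neither criterion met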;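 also: 0% = median of neutral control wells and 100% = no fluorescence left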
Target sequence (P55212 24-179 limits assumed): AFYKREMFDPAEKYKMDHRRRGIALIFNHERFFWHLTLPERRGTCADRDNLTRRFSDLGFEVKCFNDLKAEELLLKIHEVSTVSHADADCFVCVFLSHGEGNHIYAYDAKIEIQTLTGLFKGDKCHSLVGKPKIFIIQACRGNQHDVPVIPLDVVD
Target sequence (P55212 194-293 limits assumed): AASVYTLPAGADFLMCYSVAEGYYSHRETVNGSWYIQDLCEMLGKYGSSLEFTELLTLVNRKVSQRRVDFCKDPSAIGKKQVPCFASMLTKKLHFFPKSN
Active calls of the source: *; ? = inconclusive; . = not tested or not shown; [ ] = remark or other dose.

SMILES	DENV2 CPE	ERAP1 HTS inh	miR-122 sensor	ERp5 inh	F508del corr	SIRT5 inh	CASP6 VEID inh
COc1cc(NS(=O)(=O)c2ccc(NC(=O)c3ccc(S(=O)(=O)N4CCCCC4)cc3)cc2)ncn1	-5.0	-4.1	0.5	3.2	.	-0.9	-0.3
Cc1oc(-c2cc(F)ccc2F)nc1CN1CCN(c2ncnc3ccccc23)CC1	-2.8	-2.8	.	-13.2	1.5	4.9	-4.7
O=S1(=O)NC(C2CC2c2ccccc2)CCO1 (configuration not stated)	5.9	1.6	-1.5	-2.8	-3.0	.	-2.3
COc1cc(NC(=O)c2ccccc2)c(OC)cc1NC(=O)Cc1cccs1	.	7.9	0.9	-4.1	-0.8	2.6	2.0
C=CCn1c(SCC(=O)Nc2ccc3c(c2)CCC3)nc2ccccc2c1=O	2.7	-2.2	.	0.2	0.2	-2.3	-2.9
C=CCNC(=S)Nc1ccc(Br)cc1F	-2.7	5.0	.	1.4	.	-1.9	18.6
CN1CCN(C(CNC(=O)Nc2ccc(Cl)cc2)c2ccc(F)cc2)CC1 (configuration not stated)	5.2	1.7	.	-0.6	1.4	-1.1	-11.4
O=C(Cc1ccccc1)NC1CCN(Cc2ccccc2)CC1	?	-5.0	.	0.8	2.5	2.8	-2.9
O=C(Nc1ncc2c(n1)CC(c1ccc(Cl)cc1)CC2=O)c1ccco1 (configuration not stated)	-5.2	7.2	-6.3	0.9	-0.3	-0.9	4.6
COc1ccccc1Nc1nc(-c2cccc([N+](=O)[O-])c2)cs1	-13.2	6.5	.	4.6	-2.4	-0.7	-1.0
O=C(O)C[C@@H]1CC[C@@H](NC(=O)CCN2CCCCC2)[C@@H](CO)O1	?	-3.3	.	-1.0	0.8	0.5	1.6
Cc1ccc(-c2oc3ccccc3c(=O)c2O)cc1	5.4	-1.0	11.5	-0.9	2.9	-9.4	-2.5
C[C@H](CO)N1C[C@H](C)[C@H](CN(C)Cc2ccccc2)Oc2ccc(NC(=O)C3CCCCC3)cc2C1=O	1.8	2.8	-3.8[16.7 µM]	0.4	-0.2	-2.9	1.6
c1ccc(-c2csc(NC3CCCCC3)n2)cc1	0.1	-0.7	-0.1	2.5	-0.8	-0.6	0.2
CNC(=S)N1CCC(Cc2ccccc2)CC1	5.4	-2.9	-1.5	4.5	1.7	-1.8	-2.2
COc1ccc(N2CCN(C(=O)COc3ccc4c(C)cc(=O)oc4c3)CC2)cc1	-7.6	7.2	-1.9	3.6	0.7	-10.0	-1.0
Cc1cc(C)nc(N2CCCC(C(=O)Nc3nnc(C(C)(C)C)s3)C2)n1 (configuration not stated)	1.8	-3.8	.	-5.5	3.8	0.1	-1.9
C[C@H](O)C#Cc1cnc2c(c1)C(=O)N([C@H](C)CO)C[C@H](C)[C@H](CN(C)CC1CCOCC1)O2	4.3	-0.1	-10.2[16.7 µM]	1.3	0.6	-1.4	0.4
O=C1CCN(Cc2ccc(Br)cc2)CCN1CCO	29.2*	.	-5.7	3.9	-1.5	.	-5.9
CCC(C)c1ccccc1O (configuration not stated)	4.3	-4.9	1.6	9.1	-2.6	.	-7.1
C=CCOC(=O)[C@@H]1[C@H]2C(=O)O[C@H](c3ccccc3)[C@H](c3ccccc3)N2[C@H](c2ccc(OCCOC(=O)[C@@H]3C[C@@H]4C(=O)NCC(=O)N4[C@@H]3c3ccc(O)cc3)cc2)[C@@]12C(=O)Nc1ccc(I)cc12	0.7	2.6	.	-5.3	0.7	12.5	1.6
Cc1ccc(SCCC(=O)OCC(=O)Nc2ccc(C(N)=O)cc2)cc1	-1.7	1.6	.	5.6	1.3	1.7	6.6
Cc1ccc(S(=O)(=O)N2CCN(C(=O)C(C)Cn3nc(C)c(C)c3C)CC2)cc1 (configuration not stated)	9.6	-2.6	.	0.2	-2.5	-4.7	3.3
Cc1c(NC(=O)c2cc(CC(C)C)on2)c(=O)n(-c2ccccc2)n1C	2.1	-1.3	-4.6	0.5	2.1	-3.1	0.7
CC(C)[C@H](NC(=O)c1c(F)cccc1F)C(=O)N1CCN(c2ccc(F)cc2)CC1	-6.0	-0.9	.	0.4	2.8	-1.1	-0.8
COc1ccc(CN2C[C@H](O)COC[C@@H]3O[C@H](CC(=O)NCCN4CCCC4)CC[C@H]32)cc1	3.5	0.9	1.1[16.7 µM]	4.9	4.0	-4.5	-85.3
O=C(CCCOc1ccc(Cl)cc1)NC1CCCCC1	-5.9	2.7	2.3	-0.1	1.2	0.4	-4.4
CCC(=O)N1C[C@H](C)[C@@H](OC)CN(C)C(=O)c2ccc(NC(=O)C3CCCCC3)cc2OC[C@@H]1C	1.2	-5.7	.	4.6	-0.6	-2.6	-1.2
CN(C(=O)COc1cc(C(F)(F)F)nn1C)c1ccccc1	5.8	-1.1	.	3.5	1.2	6.6	-3.3
COc1ccccc1C(=O)NC(=O)COC(=O)c1ccc(Cl)nc1	-14.3	-1.8	.	-0.8	1.9	-1.8	4.9
NC(=O)CSc1nnc(COc2ccccc2)n1N	2.2	-4.0	-11.1	1.3	0.1	-0.9	0.3
O=c1ccc2cc(S(=O)(=O)N3CCN(c4ccccc4F)CC3)ccc2o1	-1.6	-4.3	-4.0	0.1	1.4	.	-3.1
C=CCN1C(=O)/C(=C/c2ccsc2)SC1=S	1.6	-4.3	.	10.1	-0.3	-1.6	-3.1
COc1ccc(CNC(=O)C(C)N2CCN(c3ccc(C(C)=O)cc3)CC2)cc1 (configuration not stated)	2.9	1.5	-2.5	-6.9	-3.3	4.2	-0.7
CCOC(=O)N(C)C[C@@H]1OCc2ccccc2-c2c(n(C)c3ccccc23)C(=O)N([C@H](C)CO)C[C@@H]1C	1.2	-1.4	.	-3.0	0.5	7.6	2.7
COc1cccc(C(C(=O)NC(C)(C)C)N(CCC(C)C)C(=O)CCC(=O)Nc2cc(C)on2)c1OC (configuration not stated)	-7.1	8.3	.	3.8	-3.3	-0.2	0.5
COc1ccc(CNC(=O)C[C@@H]2CC[C@H]3[C@H](COc4ccc(NC(=O)C5CC5)cc4C(=O)N3C)O2)cc1	-20.4	3.1	11.6[16.7 µM]	-1.8	-0.5	-0.1	6.3
C[C@H](CO)N1C[C@H](C)[C@H](CN(C)C(=O)Cc2ccncc2)Oc2cc(C#CC3CCCC3)ccc2S1(=O)=O	2.8	0.5	27.6[16.7 µM]	-4.7	3.2	0.1	-2.8
CCNC(=O)C[C@H]1CC[C@H]2[C@@H](COC[C@H](O)CN2C(=O)Nc2ccc3c(c2)OCO3)O1	7.9	-1.1	-3.3[16.7 µM]	12.9	-0.2	-3.4	0.0
O=C(c1ccccc1F)N1CC[C@@H]2[C@H]1c1cc(C#Cc3ccc(F)cc3)ccc1N[C@@H]2CO	-7.2	.	-9.0[16.7 µM]	.	3.5	.	.
COc1ccc(CC(N)c2csc(NC(=O)Nc3ccccc3Cc3ccccc3)n2)cc1 (configuration not stated)	-7.0	1.7	7.3	1.2	1.7	-0.8	-1.8
O=S(=O)(Nc1cc(S(=O)(=O)N2CCOCC2)ccc1NCC1CCCO1)c1ccc(F)cc1 (configuration not stated)	?	4.5	5.4	-1.9	0.6	-1.6	0.4
O=C(CSc1ccc2nnc(-c3ccccn3)n2n1)Nc1ccc2c(c1)OCCO2	-1.3	.	-2.3	-4.2	-2.7	.	1.4
O=S1(=O)CCC(N=Cc2ccc(-c3ccc(Cl)cc3)o2)C1 (configuration not stated)	?	-4.7	3.3	6.4	-1.3	-0.9	-0.2
COC(=O)C1=C(C)N(C)C(=NCC2CC2)NC1c1cccc(F)c1 (configuration not stated)	?	-2.2	.	-1.8	0.9	.	-3.5
N#CCCN(C(=O)COC(=O)/C=C/c1cccs1)c1ccccc1	6.6	0.1	.	1.7	-7.6	-2.2	0.0
COCCN(C(=O)C1=COCCO1)c1c(N)n(CC(C)C)c(=O)[nH]c1=O	-4.2	1.1	1.1	-0.4	-1.4	1.0	-3.1
Cc1cc(OCC(=O)N(Cc2ccccc2)C2CCS(=O)(=O)C2)ccc1Cl (configuration not stated)	-1.5	3.3	-9.2	0.6	1.0	-3.1	6.9
C[C@@H]1CN([C@H](C)CO)C(=O)Cc2cc(NC(=O)Nc3cccc4ccccc34)ccc2O[C@@H]1CN(C)C(=O)Nc1ccc(C(F)(F)F)cc1	?	-0.2	8.2[16.7 µM]	-5.3	2.2	0.3	-0.9
CN(CC(=O)Nc1cc(Cl)ccc1C#N)C1CCS(=O)(=O)C1 (configuration not stated)	14.2	-0.7	.	9.0	0.0	-4.9	-0.5
Other structures.
SMILES	DENV2 CPE	ERAP1 HTS inh	miR-122 sensor	ERp5 inh	F508del corr	SIRT5 inh	CASP6 VEID inh
CN1[C@@H]2c3ccc(-c4ccncc4)c(=O)n3C[C@H]1[C@H](CO)[C@H]2C(=O)NCCc1ccccc1	2.8	1.0	3.1[16.7 µM]	-1.6	-0.5	-3.1	6.2
COc1ccc(-c2oc3cccnc3c2C#CC2(O)CCCCC2)cc1	-5.1	5.5	-6.4	2.4	1.2	.	-2.2
CNc1ccc(OC)cc1-n1cnc(-c2ccc([N+](=O)[O-])cc2)c1	-4.0	-0.3	0.0	5.8	-0.4	-5.4	-3.0
COc1cccc(CN2CCCC(C(=O)c3ccc4c(c3)OCO4)C2)c1OC (configuration not stated)	-1.7	-1.9	.	3.8	.	-1.5	-1.1
Cn1c(N)c(C(=O)COC(=O)C(Cc2ccccc2)NC(=O)c2ccccc2)c(=O)n(C)c1=O (configuration not stated)	.	0.5	.	0.8	-3.3	-1.7	-2.6
O=C(CCC1CCCC1)Nc1cccn(Cc2ccccc2Br)c1=O	16.8	-4.1	.	-2.7	-0.5	-0.8	-0.3
COc1ccc(C(=S)N2CCOCC2)cc1OC(=O)c1ccccc1	23.7*	-0.1	-1.9	-12.9	-1.2	-4.5	-3.3
N#C/C(=C\c1ccncc1)c1nc2ccccc2[nH]1	-5.7	-2.2	3.2	1.1	5.0	-4.7	3.9
Cc1ccc(S(=O)(=O)N2CC(=NN=C(N)N)C2)cc1	0.3	-5.6	-4.0	1.6	2.8	-0.9	-2.6
Cc1ccc(CC(NC(=O)C2CCCCC2)C(=O)O)cc1 (configuration not stated)	?	-3.3	-0.7	2.3	-0.2	-0.6	2.4

Overlap with the part before: four compounds, followed by the next part.
SMILES	DENV2 CPE	ERAP1 HTS inh	miR-122 sensor	ERp5 inh	F508del corr	SIRT5 inh	CASP6 VEID inh
COc1ccc(C(=S)N2CCOCC2)cc1OC(=O)c1ccccc1	23.7*	-0.1	-1.9	-12.9	-1.2	-4.5	-3.3
N#C/C(=C\c1ccncc1)c1nc2ccccc2[nH]1	-5.7	-2.2	3.2	1.1	5.0	-4.7	3.9
Cc1ccc(S(=O)(=O)N2CC(=NN=C(N)N)C2)cc1	0.3	-5.6	-4.0	1.6	2.8	-0.9	-2.6
Cc1ccc(CC(NC(=O)C2CCCCC2)C(=O)O)cc1 (configuration not stated)	?	-3.3	-0.7	2.3	-0.2	-0.6	2.4
COc1ccc(-c2nnc(Nc3ccc(S(=O)(=O)Nc4nccs4)cc3)c3ccccc23)cc1	3.4	2.7	-10.2	-10.2	-3.6	-2.2	1.2
Cc1cc(Cl)cc(Br)c1OCCCNCC(C)O (configuration not stated)	10.5	-2.6	2.8	-3.4	2.5	-3.9	-2.9
CCCNC(=O)N(C)C[C@H]1Oc2ncc(C#CC3CC3)cc2C(=O)N([C@@H](C)CO)C[C@@H]1C	-3.3	0.8	1.6[16.7 µM]	6.9	-1.1	-8.1	-3.4
C[C@@H]1CCCCO[C@@H](CN(C)S(=O)(=O)c2cccs2)[C@@H](C)CN([C@H](C)CO)C(=O)c2cc(NS(=O)(=O)c3cn(C)cn3)ccc2O1	?	1.5	57.3[16.7 µM]	-7.4	2.3	3.6	0.1
CC=Cc1ccc2n(c1=O)C[C@H]1[C@H](CO)[C@@H](C(=O)NC3CCCC3)[C@@H]2N1Cc1ccncc1 (mixture of isomers)	9.9	-2.8	3.1[16.7 µM]	-1.0	0.7	-9.9	-0.1

This is a random part of the collection; 4% or so of the library scored in one or more.
